COUP-TFII inh – NR2F2 (human) inhibition, primary screen. P24468. HEK293T NGFI-A luciferase reporter, luminescence. inhibition, % at 8.6 µM. 0.7% of 370,000 active;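 active means inhibition above a per-plate cutoff, mean inhibition of test wells between control levels plus 3 SD, cut at about 38% in these data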;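 further: cells cotransfected with COUP-TFII expression vector driving the NGFI-A reporter; 0% = median of COUP-TF2 test wells and 100% = reporter-only cells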
TLR9-MyD88 inh – inhibitors of human TLR9-MyD88 binding; 0.21% of 340,000 active; inhibition, % at 4.98 µM; Q9NR96+Q99836; AID 504734; CHO BLA complementation TLR9-MyD88, CCF4 FRET ratio;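 active means inhibition above the mean over all tested compounds plus 3 SD, cut at about 21% in these data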;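 further: 0% = DMSO only wells and 100% = clavulanate BLA inhibitor control wells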
SRC3 inh – inhibitors of human steroid receptor coactivator 3 (SRC3); inhibition, % at 3.6 µM; HEK293 GAL4-SRC3 luciferase reporter, luminescence; 0.17% of 360,000 active; Q9Y6Q9;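 active means inhibition above a per-campaign cutoff, the mean of all compounds plus 3 SD, cut at about 60% in these data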;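 further: 0% = DMSO-treated cells and 100% = gossypol-treated cells at 36 µM; higher means less SRC3-driven luciferase light from the GAL4 reporter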
Target sequence (Q9Y6Q9 whole entry, looked up, the tested form may be a part): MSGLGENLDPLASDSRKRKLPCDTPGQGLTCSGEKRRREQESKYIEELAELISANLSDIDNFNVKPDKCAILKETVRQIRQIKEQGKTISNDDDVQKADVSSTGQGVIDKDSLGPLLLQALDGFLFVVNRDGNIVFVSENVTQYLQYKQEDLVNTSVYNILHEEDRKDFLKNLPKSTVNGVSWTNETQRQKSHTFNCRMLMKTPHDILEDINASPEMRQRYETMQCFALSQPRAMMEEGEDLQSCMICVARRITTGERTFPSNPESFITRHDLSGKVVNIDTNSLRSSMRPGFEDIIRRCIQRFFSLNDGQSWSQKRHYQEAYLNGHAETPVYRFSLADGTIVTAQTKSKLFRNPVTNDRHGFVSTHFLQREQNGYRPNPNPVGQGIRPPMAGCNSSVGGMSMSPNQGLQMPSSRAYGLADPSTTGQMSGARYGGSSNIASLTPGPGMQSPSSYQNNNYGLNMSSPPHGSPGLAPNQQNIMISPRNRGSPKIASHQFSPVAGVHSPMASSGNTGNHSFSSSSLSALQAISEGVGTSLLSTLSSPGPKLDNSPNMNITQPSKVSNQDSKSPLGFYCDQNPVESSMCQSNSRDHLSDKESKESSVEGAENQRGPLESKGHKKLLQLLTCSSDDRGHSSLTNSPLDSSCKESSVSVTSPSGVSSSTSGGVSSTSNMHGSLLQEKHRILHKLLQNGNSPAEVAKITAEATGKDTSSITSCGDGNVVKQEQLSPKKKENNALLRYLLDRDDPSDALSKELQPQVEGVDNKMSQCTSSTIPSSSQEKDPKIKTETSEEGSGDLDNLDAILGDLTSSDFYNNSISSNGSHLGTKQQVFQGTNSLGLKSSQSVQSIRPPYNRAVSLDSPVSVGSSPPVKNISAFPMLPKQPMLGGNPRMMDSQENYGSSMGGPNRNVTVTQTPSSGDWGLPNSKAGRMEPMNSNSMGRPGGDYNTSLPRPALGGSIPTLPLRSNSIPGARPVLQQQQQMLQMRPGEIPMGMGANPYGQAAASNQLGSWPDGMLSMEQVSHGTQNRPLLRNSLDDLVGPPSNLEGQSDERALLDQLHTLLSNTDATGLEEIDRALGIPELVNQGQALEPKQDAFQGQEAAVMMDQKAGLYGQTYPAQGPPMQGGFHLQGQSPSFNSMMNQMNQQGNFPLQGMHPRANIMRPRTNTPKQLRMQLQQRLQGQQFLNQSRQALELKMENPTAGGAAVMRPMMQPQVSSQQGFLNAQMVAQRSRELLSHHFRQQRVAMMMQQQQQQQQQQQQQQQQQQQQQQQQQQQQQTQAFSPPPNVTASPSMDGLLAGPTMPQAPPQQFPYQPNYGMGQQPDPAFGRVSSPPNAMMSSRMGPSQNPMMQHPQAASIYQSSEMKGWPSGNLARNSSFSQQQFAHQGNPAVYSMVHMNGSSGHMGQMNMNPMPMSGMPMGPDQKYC
NR5A2 inv ag – inverse agonists of human LRH-1 (NR5A2). HEK293T StAR-luciferase reporter, LRH-1 transfected, 24 h. 0.13% of 360,000 active. inhibition, % at 3.6 µM;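 active means inhibition above the mean inhibition of all tested compounds plus 3 SD, cut at about 73% in these data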;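 further: 0% = DMSO wells and 100% = reporter-only cells lacking LRH-1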
NCOA2 inhibitor – inhibits human steroid receptor coactivator 2 | Q15596 | HEK293 GAL4-SRC2 luciferase reporter, luminescence | inhibition, % at 9 µM | 0.17% of 370,000 active | AID 651957;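 active means inhibition above the mean inhibition of all tested compounds plus 3 SD, set per campaign, cut at about 52% in these data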;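 further: 0% = DMSO treated cells and 100% = cells given Gossypol at 36 µM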
TRAIL sens C8 – caspase-8 TRAIL sensitization; 1% of 360,000 active; inhibition (viability loss, TRAIL sensitization), % at 10 µM; NB7+C8 cells + TRAIL, ATPlite viability luminescence;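 active means compounds causing at least 50% loss of cell viability in the single-dose screen, relative to plate controls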
NOD2-RIPK2 inh – blocks binding of human NOD2 to RIPK2 | inhibition, % at 4.98 µM | 0.38% of 360,000 active | O43353 | CHO BLA complementation NOD2-RIPK2, CCF4 ratio; in the data active means inhibition above about 21%;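 further: 0% = vehicle only and 100% = reference blocker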
TROY signal inh – TROY signaling inhibition; Q293 LMP1-TROYcd NF-kB luciferase reporter, 4 h; 0.98% of 360,000 active; AID 1347056; inhibition, % at 10 µM;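 active means compounds whose plate-normalised and pattern-corrected inhibition of the luciferase reporter signal at the single screening dose is 50% or more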
LMP1 NFkB inh – Epstein-Barr LMP1 NF-kappaB reporter inhibition | LMP1-induced NF-kappaB luciferase reporter cells, luminescence | AID 504558 | 0.69% of 350,000 active | inhibition, % at 12.5 µM; in the data active means inhibition above about 41%;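 further: 0% = neutral control wells and 100% = reference inhibitor control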
SRC1 inh – inhibitors of human steroid receptor coactivator 1 (SRC1). Q15788. HEK293 GAL4-SRC1 luciferase reporter, luminescence. inhibition, % at 3.6 µM. 0.12% of 360,000 active. AID 588354;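 active means inhibition above the campaign mean plus 3 SD, with each screening campaign given its own cutoff, cut at about 60% in these data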;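 further: 0% = DMSO treated cells and 100% = gossypol at 36 µM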
TWEAK Fn14 block – TWEAK-Fn14 signaling inhibition; TWEAK-stimulated Fn14 reporter cells, luciferase luminescence, 8 h; inhibition, % at 10 µM; 2% of 360,000 active; AID 1159606; in the data active means inhibition above about 50%
* = called active by the depositor; / = no result given. This is a subset; count on the stated rates, not on these rows.

SMILES | COUP-TFII inh | TWEAK Fn14 block | SRC1 inh | NCOA2 inhibitor | TLR9-MyD88 inh | NOD2-RIPK2 inh | TROY signal inh | SRC3 inh | LMP1 NFkB inh | NR5A2 inv ag | TRAIL sens C8
O=C(O)/C=C/c1cn(-c2ccccc2)nc1-c1cccc([N+](=O)[O-])c1 | -1 | -1 | -21 | -4 | -11 | 0 | -31 | 4 | 4 | 2 | -7
COc1ccccc1N1CCN(S(=O)(=O)c2ccc(-c3ccc(=O)[nH]n3)o2)CC1 | -13 | -17 | -129 | -19 | -7 | -1 | 8 | 11 | -3 | -16 | -7
CCN1CCc2nc(NC(=O)c3ccc(S(=O)(=O)N(C)C)cc3)sc2C1 | 13 | 10 | -17 | -13 | 2 | 4 | 5 | -8 | -1 | -12 | 9
O=C(Nc1ccccc1Oc1ccccc1)c1cccc([N+](=O)[O-])c1 | 10 | 21 | 3 | -1 | 1 | -5 | 10 | -2 | -9 | 12 | -25
COc1ccc(C(C)C)cc1S(=O)(=O)n1cnc(C)c1 | 6 | -6 | -7 | -3 | 5 | -9 | -23 | 5 | -6 | 4 | 6
COC(=O)c1ccc(OCC(O)CN2C(=O)c3ccccc3C2=O)cc1 (centres undefined) | 12 | -4 | -6 | -12 | 0 | -7 | -8 | 14 | 6 | -2 | 11
O=C(Nc1ccc([N+](=O)[O-])cc1)N1CCc2ccccc2C1 | -30 | -27 | -62 | -47 | 4 | 3 | -16 | -70 | -15 | -21 | -13
O=C(COC(=O)c1c(Cl)ccc(Cl)c1Cl)NC(=O)NCc1ccccc1 | 1 | -29 | 7 | 11 | -3 | -9 | 13 | 19 | 0 | -12 | -15
CC(C)(C)S(=O)(=O)N1C[C@H]2CC/C=C\C/C=C\2[C@@H]1CCO | -9 | 4 | -6 | 12 | 2 | -6 | -24 | -6 | -1 | -7 | 9
N/C(=C\C(=O)c1cc(Cl)ccc1O)C(Cl)(Cl)Cl | -2 | 67* | 0 | -21 | -1 | -3 | 8 | -3 | -6 | -4 | 17
O=C1c2ccccc2CN1C(CO)c1ccccc1 (centres undefined) | -3 | 1 | -9 | 4 | 3 | -9 | 0 | -9 | 3 | -3 | -16
Cc1cccc2c1-c1sc(C(=O)Nc3cccc([N+](=O)[O-])c3C)cc1CO2 | -9 | 47 | 6 | 0 | 5 | -4 | 39 | 1 | 2 | 5 | 2
Cc1ccc(S(=O)(=O)CCc2nnc(NC(=O)c3cccs3)s2)cc1 | 13 | -8 | -17 | -11 | -17 | -3 | -7 | 14 | 2 | 4 | -3
N#CCC(=O)N1CC2(CC(c3cccc(NC(=O)COc4ccc(Cl)cc4)c3)=NO2)C[C@@H]1C(N)=O (some centres undefined) | 0 | -3 | 4 | 4 | 2 | -6 | 12 | 0 | -2 | -8 | 4
Cc1ccc(C2=CC(C)(c3ccc(C)cc3)Nc3nc(C(F)(F)F)nn32)cc1 (centres undefined) | -33 | 10 | 2 | -1 | 3 | -1 | -24 | 10 | 7 | 12 | 7
Cc1ccc(S(=O)(=O)n2nc(OC(=O)c3c(F)cccc3Cl)cc2N)cc1 | -10 | 29 | 2 | -22 | -5 | -2 | 44 | -11 | -1 | 13 | -9
COc1ccc(-c2cc(C3CCNCC3)[nH]n2)cc1 | 3 | 7 | 4 | 4 | 2 | -8 | 5 | -4 | 10 | 6 | 12
COc1ccc2[nH]c(C(=O)NCc3ccccc3)cc2c1 | 4 | 1 | 9 | -14 | 5 | -14 | -15 | 7 | 3 | -19 | -11
CCOC(=O)N1CCC(N2Cc3cccc(C(=O)NCc4ccccn4)c3C2=O)CC1 | 10 | 1 | -18 | 6 | 6 | -4 | 9 | -14 | 5 | -10 | -15
O=C1/C(=C/c2ccc(O)cc2)SC(=S)N1CC1CCCO1 (centres undefined) | -23 | -39 | -14 | -20 | 11 | 8 | 8 | -10 | 2 | -16 | -1
Cc1ccc(N=C2SCCCN2C(=O)c2cccc(N3C(=O)CCC3=O)c2)cc1Cl | -10 | 2 | -34 | 0 | -5 | -9 | -13 | -79 | 1 | -11 | -2
COc1cccc(CNC(=O)[C@@H]2CCCN2C(=O)[C@@H]2CCCN2C(=O)c2cccs2)c1 | 5 | 28 | / | 13 | / | -4 | -3 | / | / | 10 | 4
COc1cc(C2/C(=C(\O)c3ccc4c(c3)CC(C)O4)C(=O)C(=O)N2c2nnc(C)s2)cc(OC)c1OC (centres undefined) | 3 | 0 | 14 | 10 | -12 | -4 | -7 | -9 | -5 | 7 | 10
CCN(CC)C(=O)C1=C(C)N(Cc2ccc(C(C)(C)C)cc2)C(=O)C(CC(=O)NCc2ccco2)C1 (centres undefined) | -7 | 2 | -7 | 18 | 3 | -6 | -2 | -4 | -12 | 2 | 12
N#Cc1ccc(CSc2nnc(-c3cccnc3)o2)cc1 | 10 | -1 | -2 | -27 | 0 | -5 | -11 | 22 | -3 | 22 | -6
COc1ccc(NC(=O)N(C)C[C@H]2Oc3ncc(C#C[C@@H](C)O)cc3C(=O)N([C@H](C)CO)C[C@H]2C)cc1 | 0 | -1 | -13 | -13 | 0 | -2 | -1 | 4 | 3 | 5 | -10
COc1ccccc1N1CC(C(=O)Nc2cc(C(F)(F)F)ccc2N2CCCC2)CC1=O (centres undefined) | -13 | 2 | -3 | 13 | -2 | 1 | 8 | -4 | 6 | 4 | -12
Cc1ccc(SCCC(=O)NCc2ccccn2)cc1 | -5 | -17 | -28 | -9 | -4 | 9 | -3 | -19 | -18 | -5 | -8
O=c1cc(N/N=C/c2ccccc2)[nH]c(=O)[nH]1 | -10 | -2 | -2 | 7 | -4 | 0 | -27 | -13 | -49 | -14 | 40
COCCCn1c(C(=O)NCCC2=CCCCC2)cc2c(=O)n3ccccc3nc21 | -14 | -11 | -14 | 13 | -20 | -11 | -1 | 14 | -5 | -4 | -3

Sorted by heavy-atom count (lowest first): part of the list above.
SMILES | COUP-TFII inh | TWEAK Fn14 block | SRC1 inh | NCOA2 inhibitor | TLR9-MyD88 inh | NOD2-RIPK2 inh | TROY signal inh | SRC3 inh | LMP1 NFkB inh | NR5A2 inv ag | TRAIL sens C8
N#Cc1ccc(CSc2nnc(-c3cccnc3)o2)cc1 | 10 | -1 | -2 | -27 | 0 | -5 | -11 | 22 | -3 | 22 | -6
Cc1ccc(S(=O)(=O)n2nc(OC(=O)c3c(F)cccc3Cl)cc2N)cc1 | -10 | 29 | 2 | -22 | -5 | -2 | 44 | -11 | -1 | 13 | -9
Cc1ccc(N=C2SCCCN2C(=O)c2cccc(N3C(=O)CCC3=O)c2)cc1Cl | -10 | 2 | -34 | 0 | -5 | -9 | -13 | -79 | 1 | -11 | -2

(continued)
SMILES | COUP-TFII inh | TWEAK Fn14 block | SRC1 inh | NCOA2 inhibitor | TLR9-MyD88 inh | NOD2-RIPK2 inh | TROY signal inh | SRC3 inh | LMP1 NFkB inh | NR5A2 inv ag | TRAIL sens C8
CC(CC(=O)Nc1cc([N+](=O)[O-])ccc1Cl)c1ccccc1 (centres undefined) | -16 | 13 | 4 | 16 | 1 | -5 | 14 | 8 | -11 | -9 | 7
O=C(c1cccc(Oc2c(Cl)cccc2[N+](=O)[O-])c1)N1CCOCC1 | 1 | -6 | 3 | 26 | -5 | 2 | 14 | 24 | 0 | 12 | 7
C=CC[C@@H](Cc1ccc(F)cc1)C(=O)OC[C@H]1CCCN1C(=O)[C@H](CC=C)CC(=O)N[C@H](CO)Cc1ccccc1 | 0 | 1 | 1 | 5 | 2 | -4 | -10 | -11 | 6 | 16 | -2
CC(=O)Nc1nc(-c2ccc3c(c2)CCO3)cs1 | -43 | 50 | -47 | -23 | -7 | -7 | -22 | -69 | -15 | -79 | 17
CCOc1ccc(C(=O)CSCC(=O)O)cc1 | 8 | 3 | -9 | 7 | 3 | 3 | -3 | -3 | 3 | -9 | 1
CC1(C)Oc2ccc(C(=O)N3CCOCC3)cc2N(CC(=O)Nc2ccccc2)C1=O | 9 | -21 | -2 | 15 | 7 | 1 | -22 | 14 | -5 | 5 | 6
O=C(NN1C(=O)C2C3C=CC(O3)C2C1=O)c1cccc(O)c1 (centres undefined) | 12 | -10 | -3 | -14 | 1 | 5 | -12 | -7 | -2 | -3 | 0
Cc1ccc(OCC(=O)NNC(=O)c2ccoc2C)c(Br)c1 | 4 | -6 | -17 | -13 | 3 | -9 | -2 | -16 | -2 | -35 | -7
COc1ccc(F)cc1C(=O)C1CCCN(C(=O)CCN2CCCCO2)C1 (centres undefined) | -20 | 12 | -27 | 21 | 6 | -1 | 2 | 0 | -16 | -1 | 15
CC1CCCCN1C(=S)NCc1ccco1 (centres undefined) | 4 | 16 | -8 | 4 | -6 | 6 | 27 | 17 | 9 | 10 | 12
O=C(Nc1ccc(F)cc1)C1CC(=O)N(Cc2ccco2)C1 (centres undefined) | -3 | 4 | -1 | 1 | 4 | -13 | -1 | 24 | -10 | -1 | 4
N=c1c(C(=O)NCc2ccco2)cc2c(=O)n3ccccc3nc2n1CC1CCCO1 (centres undefined) | -22 | -10 | -1 | 1 | -8 | -6 | -2 | -31 | 7 | 0 | 9
Cc1ccccc1NC(=O)C1(NC(=O)c2cccc(N3C(=O)CSC3c3ccccc3)c2)CCCCC1 (centres undefined) | -3 | 12 | 3 | -5 | -7 | -11 | 11 | 6 | -3 | -9 | 6
N#Cc1c(/N=C/c2cc3ccccc3s2)sc2c1CCC2 | -9 | 12 | -30 | -3 | -9 | 3 | -7 | -23 | -36 | 13 | -17
Nc1ccc2c(c1)nnn2-c1ccccc1 | -11 | -6 | -63 | -40 | 3 | 4 | -34 | -36 | -18 | -46 | -2
O=C(O)c1cc(-c2ccccc2Cl)n(-c2ccccc2)n1 | -11 | -8 | 1 | -35 | 5 | -11 | 7 | 0 | -1 | 12 | -2

Another view of some results above:
Below each compound – COUP-TFII inh | TWEAK Fn14 block | SRC1 inh | NCOA2 inhibitor | TLR9-MyD88 inh | NOD2-RIPK2 inh | TROY signal inh | SRC3 inh | LMP1 NFkB inh | NR5A2 inv ag | TRAIL sens C8
> CC(CC(=O)Nc1cc([N+](=O)[O-])ccc1Cl)c1ccccc1 (centres undefined)
→ -16 | 13 | 4 | 16 | 1 | -5 | 14 | 8 | -11 | -9 | 7
> O=C(c1cccc(Oc2c(Cl)cccc2[N+](=O)[O-])c1)N1CCOCC1
→ 1 | -6 | 3 | 26 | -5 | 2 | 14 | 24 | 0 | 12 | 7
> C=CC[C@@H](Cc1ccc(F)cc1)C(=O)OC[C@H]1CCCN1C(=O)[C@H](CC=C)CC(=O)N[C@H](CO)Cc1ccccc1
→ 0 | 1 | 1 | 5 | 2 | -4 | -10 | -11 | 6 | 16 | -2
> CC(=O)Nc1nc(-c2ccc3c(c2)CCO3)cs1
→ -43 | 50 | -47 | -23 | -7 | -7 | -22 | -69 | -15 | -79 | 17
> CCOc1ccc(C(=O)CSCC(=O)O)cc1
→ 8 | 3 | -9 | 7 | 3 | 3 | -3 | -3 | 3 | -9 | 1
> CC1(C)Oc2ccc(C(=O)N3CCOCC3)cc2N(CC(=O)Nc2ccccc2)C1=O
→ 9 | -21 | -2 | 15 | 7 | 1 | -22 | 14 | -5 | 5 | 6

Screening data from PubChem.
